From PubChem
Wnt act – activates Wnt/beta-catenin signaling in a reporter cell assay. AID 743398. hit rate 1.2% among 300,000. activator, plate reader. activation, % at 9.35 µM; in the data active = activation above about 30%, passing the limit was not always enough; inconclusive = no clear call, values can overlap the other calls;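 also: 0% = neutral control wells and 100% = positive control wells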
Tat export inh – blocks Tat-dependent protein export in E. coli; E. coli MC4100 TorA-mCherry Tat export, fluorescence; inhibition, % at 10 µM; hit rate 0.036% among 340,000;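 active = mean replicate inhibition at least 50% and at least half of replicates individually reaching 50%; inconclusive = only one of the two criteria met; inactive = neither criterion met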;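 also: exported cargo escapes ClpAP degradation while cytoplasmic cargo is degraded and loses fluorescence; 0% = median of neutral control wells and 100% = median of NaSCN control wells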
AddAB inh – less growth of phage-infected E. coli with AddAB; inhibition, % at 11.9 µM; AID 435030; hit rate 0.29% among 330,000; E. coli expressing H. pylori AddAB, absorbance growth; in the data active = inhibition above about 12%;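 also: 0% = vehicle wells of infected cells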
CAL PDZ FP-1 – human CAL PDZ-peptide interaction inhibition | Q9HD26 | purified CAL PDZ, TMR-peptide fluorescence polarization, 1 h | inhibition, % at 20 µM | hit rate 0.02% among 330,000 | AID 504414;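 active = highest replicate inhibition of at least 40%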;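 also: plate controls were DMSO neutral control wells for no effect and unlabeled competitor peptide control wells for full effect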
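Test system: tagged CAL PDZ domain / Buffer or medium: sodium phosphate/NaCl buffer pH 7.4 with TCEP, IgG, Thesit / Reagent: TMR-labelled reporter peptide T*-PRC34 bound in PDZ groove / Compound dosing: single point, 20 µM / Schedule: 1 h incubation at room temperature before polarization reading / Technique: fluorescence polarization (mP) / Benchmarks: unlabelled peptide, DMSO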
SR-BI DiI-HDL act – SR-BI HDL lipid transfer activation. CHO ldlA[mSR-BI] cells, DiI-HDL uptake fluorescence, 3 h; 100 = double the neutral-control signal. hit rate 0.096% among 320,000. activation, % at 12.5 µM;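 active = mean replicate activation of at least 60% and every replicate at or above 60%; inconclusive = mean or all-replicate condition met, but not both; inactive = mean below 60% and not all replicates reaching 60%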;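 also: 0% = median plate neutral-control signal and 100% = twice that signal; values of inactives mirror those of a sister screen read the other way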
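Test system: SR-BI-overexpressing, LDLR-lacking CHO cells; Medium: Ham's F12 with 0.5% BSA, HEPES 25 mM, pH 7.4; Schedule: 3 h, 37 °C; Technique: bottom-read fluorescence, 550/595 nm.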
MITF act – activators of MITF-driven TRPM1 promoter activity in SK-MEL-5 cells | SK-MEL-5 TRPM1-promoter luciferase, 24 h; % of positive control, neutral wells = 0 | activation, % at 12.5 µM | hit rate 0.75% among 300,000;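 active = mean activation of at least 80% with every replicate also reaching 80%; inconclusive = mean reaches 80% but some replicate falls short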;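 also: 0% = neutral control wells and 100% = parthenolide positive control wells; values of inactives mirror those of a sister screen read the other way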
SR-BI HDL uptake – blocks mouse SR-BI lipid uptake from DiI-HDL; Q61009; hit rate 0.96% among 320,000; inhibition, % at 12.5 µM; ldlA[mSR-BI] CHO cells, DiI-HDL uptake fluorescence, 3 h;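 active = mean replicate inhibition of at least 70% and a set share of replicates each scoring 70 or more; inconclusive = meets just one of the two criteria; inactive = fails both criteria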;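 also: 0% = median of neutral control wells and 100% = median of positive control wells; values of inactives mirror those of a sister screen read the other way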
Target sequence (Q61009 whole entry, looked up): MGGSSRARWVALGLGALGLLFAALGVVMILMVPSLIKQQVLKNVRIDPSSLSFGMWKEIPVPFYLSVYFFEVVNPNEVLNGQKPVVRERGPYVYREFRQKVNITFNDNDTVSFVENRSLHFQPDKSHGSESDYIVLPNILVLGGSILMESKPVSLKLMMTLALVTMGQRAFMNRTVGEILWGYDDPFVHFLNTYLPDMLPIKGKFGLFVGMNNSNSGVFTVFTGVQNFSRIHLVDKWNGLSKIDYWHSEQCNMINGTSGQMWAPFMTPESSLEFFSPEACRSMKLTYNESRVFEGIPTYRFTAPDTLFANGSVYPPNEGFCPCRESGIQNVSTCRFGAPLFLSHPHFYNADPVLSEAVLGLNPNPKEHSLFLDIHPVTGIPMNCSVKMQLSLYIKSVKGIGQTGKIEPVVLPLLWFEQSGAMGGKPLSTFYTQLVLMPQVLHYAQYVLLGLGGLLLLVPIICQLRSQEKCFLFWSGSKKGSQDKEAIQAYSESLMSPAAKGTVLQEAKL
CAL PDZ FP-2 – blocks peptide binding to the human CAL PDZ domain. purified CAL PDZ, TMR-peptide fluorescence polarization, 1 h. inhibition, % at 24.9 µM. hit rate 0.92% among 300,000. AID 602252;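 active = mean inhibition of at least 30% with at least half of replicates also reaching 30%; inconclusive = no clear call, values can overlap the other calls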;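 also: 0% = DMSO neutral control and 100% = excess unlabeled competitor peptide PRC23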
phage Ecoli inh – E. coli growth loss with phage present; growth absorbance; inhibition, % at 11.9 µM; hit rate 0.26% among 360,000; in the data active = inhibition above about 11%
E coli growth – reduces bacterial viability in AddAB counter-screen; E. coli V3065 growth, OD600 absorbance, 18 h; inhibition, % at 11.9 µM; hit rate 0.27% among 330,000; AID 449728;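 active = inhibition above the campaign's mean inhibition across all tested compounds plus 3 SD, cut at about 9.9% in these data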;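 also: uninfected addAB+ strain grown without phage in ampicillin broth; 0% = DMSO wells and 100% = ciprofloxacin 0.95 µg/ml wells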
* marks the source's active call; other numbers are inactive results; ? = inconclusive; · = no result given.

SMILES	Wnt act	Tat export inh	AddAB inh	CAL PDZ FP-1	SR-BI DiI-HDL act	MITF act	SR-BI HDL uptake	CAL PDZ FP-2	phage Ecoli inh	E coli growth
Cc1oc(S(=O)(=O)N(C)C)cc1C(=O)Nc1ccc(F)cc1	-1	-7	0.9	-0.5	-2	-5	2	-4	-2.2	0.8
COc1cccc(C(=O)c2cn(CC(=O)NCc3ccco3)c3nc(C)ccc3c2=O)c1	-4	0	2.9	-0.7	-24	2	24	2	3.2	0.3
CC(C)NCCOc1cccc(Br)c1	-1	3	-2.4	-1.7	7	-3	-7	3	3.4	-1.5
CCCC1=Nc2cc(C(=O)N3CCCC3)ccc2Sc2ccc(C)cc21	0	3	-0.9	-0.9	1	12	-1	4	2.1	-0.2
O=C(CN1CCN(C(=O)C2CCCO2)CC1)Nc1c(Cl)cccc1Cl (centres undefined)	-1	6	-2.1	-1.7	-12	-3	12	-1	0.2	-1.0
CC(=O)N1N=C(c2cccs2)CC1c1cccs1 (centres undefined)	0	-9	3.2	1.3	15	-3	-15	2	4.0	0.4
Cc1cccc(C)c1NC(=S)NCCc1ccccn1	·	-11	1.6	-0.3	-6	13	6	-2	4.8	-2.8
Nc1nnc(SCC(=O)NC2CCCc3ccccc32)s1 (centres undefined)	0	-5	-2.2	-3.5	·	6	·	-3	2.0	-2.4
CCOC(=O)CCc1c(C)nc(-n2[nH]c(C)c(CCO)c2=O)[nH]c1=O	-1	-3	1.1	-2.9	25	-5	-25	0	2.0	0.2
CN(C)c1ccc(C(=O)OCC(=O)Nc2cccc(S(=O)(=O)N3CCCC3)c2)cc1	-3	2	0.8	-1.0	-23	·	23	-2	2.6	0.4
CC(=O)NC1C(=O)N(CC(C)C)c2ccccc21 (centres undefined)	·	2	0.2	-0.9	-4	·	4	0	3.0	-0.2
CCN1C(=O)/C(=C2/Sc3ccccc3N2CC)SC1=S	-1	-5	-0.7	·	-17	7	17	19	2.9	-1.6
COC(=O)C1CCN(C(=O)c2cc(-c3ccco3)nc3ccccc23)CC1	-1	0	-1.5	-1.1	-8	-7	8	·	-0.5	0.4
Cc1c(Cl)cccc1NC(=O)CNC(=O)Cc1c[nH]c2ccccc12	-1	3	1.4	0.0	7	-30	-7	-3	3.1	-1.6
CC(C)(O)CNC(=O)C(Cc1ccccc1)N1C(=O)c2ccccc2C1=O (centres undefined)	1	1	1.1	0.4	3	-2	-3	10	-0.9	0.2
CC(C)C(=O)Nc1cc(=O)[nH]c2ncnn12	-2	-4	2.9	-2.4	6	·	-6	-1	4.0	0.5
Cc1ccc2nc(-c3cccc(N)c3)[nH]c2c1	16	-2	0.8	-0.3	-11	-14	11	-4	1.6	0.1
Cc1ccc(N(CCC(=O)O)S(=O)(=O)c2ccccc2)cc1	·	-2	1.8	-1.7	16	0	-16	8	1.0	-0.5
CCCCN(C)C(=O)c1nc2ccccn2c1CNCCCn1ncc2ccccc21	0	-4	2.2	-1.1	-2	-15	2	-1	-3.1	-1.2
Cc1cc(C)n(-c2ccc(F)cc2)c(=O)c1C(=O)O	-5	-2	3.5	-2.8	3	-6	-3	-3	0.9	-2.1
COc1cccc(CNC(=O)C2(C)Oc3ccccc3NC2=O)c1 (centres undefined)	3	-6	3.9	-2.5	-3	-13	3	0	2.4	0.8
O=C(Nc1ccc(S(=O)(=O)N2CCOCC2)cc1)c1cccnc1	3	-13	0.3	0.1	5	-1	-5	3	2.7	-0.7
Cn1c(N)c(C(=O)CSc2n[nH]c(N)n2)c(=O)n(C)c1=O	3	6	·	-1.3	44	0	-44	0	-0.4	·
C[C@H]1NC(=O)[C@@]2(C)[C@H](c3ccccc3)[C@H]3COc4ccccc4[C@@H]3N2C1=O	-1	-3	2.6	-0.6	-10	3	4	-6	3.0	-1.3
CCCCc1nc(SCc2ccc([N+](=O)[O-])cc2)n[nH]1	-3	0	0.0	-1.5	·	-8	·	-1	4.7	-2.0

Profiles from above:
CCCCN(C)C(=O)c1nc2ccccn2c1CNCCCn1ncc2ccccc21 is entered as Wnt act = 0; Tat export inh = -4; AddAB inh = 2.2; CAL PDZ FP-1 = -1.1; SR-BI DiI-HDL act = -2; MITF act = -15; SR-BI HDL uptake = 2; CAL PDZ FP-2 = -1; phage Ecoli inh = -3.1; E coli growth = -1.2
Cn1c(N)c(C(=O)CSc2n[nH]c(N)n2)c(=O)n(C)c1=O is entered as Wnt act = 3; Tat export inh = 6; AddAB inh = ·; CAL PDZ FP-1 = -1.3; SR-BI DiI-HDL act = 44; MITF act = 0; SR-BI HDL uptake = -44; CAL PDZ FP-2 = 0; phage Ecoli inh = -0.4; E coli growth = ·

Further records follow:
SMILES	Wnt act	Tat export inh	AddAB inh	CAL PDZ FP-1	SR-BI DiI-HDL act	MITF act	SR-BI HDL uptake	CAL PDZ FP-2	phage Ecoli inh	E coli growth
O=C(OCc1nnc(-c2ccc(Cl)cc2)o1)c1ccc(=O)n(Cc2ccccc2)n1	-1	-6	3.3	-1.8	-14	10	14	-2	5.6	-1.6
O=C(O)c1ccc(S(=O)(=O)Nc2ccc(O)c(Sc3nc4ccccc4s3)c2)cc1	-8	-3	-9.8	-2.6	0	-14	0	-4	4.3	-1.7
Cc1ccc(/C=C2\Oc3c(ccc(O)c3CN3CCN(C)CC3)C2=O)cc1	-1	1	2.2	-2.4	16	7	-16	5	5.1	-0.3
CCC(C)(C(=O)NC1CCCC1)N(Cc1cccs1)C(=O)c1ccccn1 (centres undefined)	-1	-16	0.8	-0.2	34	-11	-34	4	2.7	-1.2
O=C1NC2(CCCCCC2)C(=O)N1Cc1ccc(F)cc1Cl	-2	0	5.6	-2.7	12	4	-12	-3	2.0	1.5
CC(=O)N1C(=O)C2(C(C#N)=C(N)Oc3cc(C)oc(=O)c32)c2ccccc21 (centres undefined)	·	-8	2.9	-1.9	16	·	-16	0	1.2	2.3
CCCCn1c(SCC(=O)Nc2cc(C)on2)nnc1-c1ccco1	6	24	0.5	-0.9	?	6	-157	·	3.0	0.1
CCC(=O)NCCc1nc2cc(NC(=O)Nc3ccccc3)ccc2n1C	18	-8	-1.6	1.5	-2	·	2	-3	0.9	0.3
C[C@]12CCC[C@H](O1)c1c(cc3c(c1O)C(=O)c1c(O)cc(O)cc1C3=O)O2	-2	1	3.0	0.1	1	13	-1	6	-1.5	1.2
COc1cccc(/C=N/NC(=O)C(=O)N2CCCCCC2)c1O	-1	-3	-2.1	-0.6	10	1	-10	-1	0.9	-1.1
Cc1csc(Nc2nc(N)c(C(=O)Nc3cc(Cl)ccc3F)o2)n1	0	-8	-1.8	-1.0	-38	42	38	-3	5.6	0.5
Cc1ccc2nc(N(CCCN(C)C)C(=O)c3sc4ccccc4c3Cl)sc2c1	·	20	6.4	-4.5	-4	-36	4	-2	1.4	0.2
Cc1ccc(S(=O)(=O)N2CCN(C(=O)C3CCCCC3)CC2)cc1	-1	3	2.5	0.1	-7	-14	7	0	2.3	-2.1
O=C(CN1CCN(C(=O)c2cccc(S(=O)(=O)N3CCCC3)c2)CC1)Nc1cccc(F)c1	-2	5	·	-0.7	-14	-1	14	-2	0.9	·
Cc1ccc(SCCN2CCC(NC(=O)OCc3ccccc3)CCC2=O)cc1 (centres undefined)	-3	-4	3.1	-1.4	11	2	-11	-3	0.3	-2.2
Cn1c(SCC(=O)O)nnc1-c1cccc(NC(=O)c2cccc3ccccc23)c1	1	-1	1.1	-3.8	·	1	·	-4	0.0	0.7
Clc1cccc(CSc2nccn2-c2ccccc2)c1	-2	-3	1.7	-0.1	7	-4	-7	-2	-0.6	0.0
COc1cc(/C=N/Nc2nc(-c3ccc(S(=O)(=O)N(C)C)cc3)cs2)ccc1O	-3	2	1.5	0.9	·	-24	·	5	2.6	-0.2
CCCCc1ccc(NC(=O)NCc2cccnc2)cc1	8	1	0.9	-1.7	14	1	-14	-4	5.3	2.4
COc1ccc(NC(=O)Cn2ncc(Cl)c(Cl)c2=O)cc1S(=O)(=O)N1CCOCC1	-12	?	-0.8	0.4	-23	6	23	-1	2.6	0.7
CCOC(=O)CN1c2ccccc2NC(=O)CC1C (centres undefined)	-1	-2	1.6	-1.5	0	3	0	-1	3.2	-1.9
N=C1/C(=C/c2ccc(OCc3ccccc3)cc2)C(=O)N=C2SC(CC(=O)N3CCOCC3)=NN12	3	8	1.6	-1.2	1	35	-1	2	1.0	-1.0
O=C(c1ccc(CNc2c(N3CCCC3)c(=O)c2=O)cc1)N1CCc2ccccc2C1	-1	7	1.2	-1.0	4	·	-4	-6	4.7	0.3
O=C(CCc1ccncc1)N1CCCC(Nc2ccc(F)cc2)C1 (centres undefined)	2	-9	2.1	-2.8	5	17	-5	-1	2.0	0.8

Reprinted at random: two entries already listed.
SMILES	Wnt act	Tat export inh	AddAB inh	CAL PDZ FP-1	SR-BI DiI-HDL act	MITF act	SR-BI HDL uptake	CAL PDZ FP-2	phage Ecoli inh	E coli growth
CCCCc1ccc(NC(=O)NCc2cccnc2)cc1	8	1	0.9	-1.7	14	1	-14	-4	5.3	2.4
Cc1ccc2nc(N(CCCN(C)C)C(=O)c3sc4ccccc4c3Cl)sc2c1	·	20	6.4	-4.5	-4	-36	4	-2	1.4	0.2

Grouped by structure, the compounds so far containing a COOH group.
SMILES	Wnt act	Tat export inh	AddAB inh	CAL PDZ FP-1	SR-BI DiI-HDL act	MITF act	SR-BI HDL uptake	CAL PDZ FP-2	phage Ecoli inh	E coli growth
Cc1ccc(N(CCC(=O)O)S(=O)(=O)c2ccccc2)cc1	·	-2	1.8	-1.7	16	0	-16	8	1.0	-0.5
Cc1cc(C)n(-c2ccc(F)cc2)c(=O)c1C(=O)O	-5	-2	3.5	-2.8	3	-6	-3	-3	0.9	-2.1
O=C(O)c1ccc(S(=O)(=O)Nc2ccc(O)c(Sc3nc4ccccc4s3)c2)cc1	-8	-3	-9.8	-2.6	0	-14	0	-4	4.3	-1.7
Cn1c(SCC(=O)O)nnc1-c1cccc(NC(=O)c2cccc3ccccc23)c1	1	-1	1.1	-3.8	·	1	·	-4	0.0	0.7
